Assay outcomes deposited in PubChem BioAssay by several laboratories.
TCR-CD3 inh: inhibitors of human TCR-CD3 interaction, primary screen, biochemical, fluorescence, TAMRA-labeled TCR probe; T-cell receptor (TCR); inhibition, % at 9.4 µM; 0.37% of 360,000 active; in the data active means inhibition above about 19%;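 further: recombinant mutant TCR 2C K166C tagged with TAMRA read by polarization; 0% = receptor in buffer alone and 100% = receptor with positive control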
SIAE primary: human SIAE inhibitors, primary screen, biochemical, fluorescence polarization, FP-Rh probe, 1536-well HTS; Sialate O-acetylesterase (Homo sapiens), Q9HAT2; SIAE FP-Rh probe binding; inhibition, % at 9.66 µM; 0.69% of 370,000 active; AID 1053197, 2014;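 active means inhibition above a cutoff: mean of compounds within the control limits plus 3 SD of those, cut at about 17% in these data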;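 further: 0% = plate median of compound wells and 100% = probe without SIAE protein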
Target sequence (Q9HAT2 whole entry, looked up): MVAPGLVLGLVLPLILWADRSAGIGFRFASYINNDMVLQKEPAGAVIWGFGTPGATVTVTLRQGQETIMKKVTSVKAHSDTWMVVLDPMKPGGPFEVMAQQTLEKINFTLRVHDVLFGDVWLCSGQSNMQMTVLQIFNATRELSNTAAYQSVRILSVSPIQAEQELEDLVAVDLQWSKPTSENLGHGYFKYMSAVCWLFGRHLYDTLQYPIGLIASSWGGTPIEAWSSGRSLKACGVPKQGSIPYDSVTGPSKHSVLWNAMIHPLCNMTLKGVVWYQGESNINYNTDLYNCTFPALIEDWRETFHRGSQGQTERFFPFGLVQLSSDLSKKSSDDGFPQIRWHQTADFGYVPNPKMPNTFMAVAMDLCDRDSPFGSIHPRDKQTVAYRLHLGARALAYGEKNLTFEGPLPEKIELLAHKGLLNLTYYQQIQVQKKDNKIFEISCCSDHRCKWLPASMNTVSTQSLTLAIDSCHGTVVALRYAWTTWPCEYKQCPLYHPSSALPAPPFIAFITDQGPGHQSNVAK
TDP2 inh: human TDP2 enzyme inhibitors, primary screen, biochemical, epi absorbance, recombinant enzyme; AID 720702, 2013; Tyrosyl-DNA phosphodiesterase 2 (Homo sapiens), O95551; 0.34% of 370,000 active; inhibition, % at 12.8 µM; T5PNP hydrolysis, p-nitrophenol absorbance 415 nm;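 active means inhibition above the mean of all tested compounds plus 3 SD, set per campaign, cut at about 25% in these data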;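 further: 0% = DMSO with enzyme and 100% = buffer with substrate but no TDP2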
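Assay system: recombinant human TDP2 / Reagent: T5PNP substrate at 5 mM, a TopII-DNA adduct mimic / Measured by: epi absorbance from released p-nitrophenol / Evaluation: % inhibition relative to enzyme-containing and enzyme-free wells / Control set: enzyme-free and DMSO wells / Replicates: each compound tested once, singlicate / Schedule: enzyme reaction with compound for 2 h at 37 °C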
LEDGF integ inh: blockers of LEDGF/p75-dependent integrase strand transfer – biochemical, TR-FRET, high throughput, primary screen; inhibition, % at 3.7 µM; HIV-1 integrase (with human LEDGF/p75); TR-FRET IN-LEDGF/p75 DNA integration, Eu/Cy5; 0.64% of 370,000 active;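 active means inhibition above the screen-wide mean plus 3 SD, cut at about 13% in these data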;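 further: signal is the Cy5 over europium emission ratio at 671 and 618 nm; 0% = plate median of compound wells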
HTRA1 inh: HTRA1 serine protease inhibitors, primary screen, biochemical, fluorescence polarization, HTS | 0.5% of 340,000 active | recombinant HTRA1, FP-rhodamine activity-based probe | inhibition, % at 5.96 µM; in the data active means inhibition above about 36%;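 further: 0% = enzyme with DMSO and 100% = wells lacking enzyme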
rCAG RNA binder: binders of r(CAG) RNA repeats, primary screen, biochemical, fluorescence; r(CAG) RNA repeat, TO-PRO-1 dye displacement fluorescence; inhibition, % at 3 µM; 1.3% of 370,000 active;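 active means inhibition above the plate cutoff, the mean of all test compounds on that plate plus 3 SD, cut at about 35% in these data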;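 further: 0% = DMSO alone and 100% = 100 µM mitoxantrone as full dye displacement; higher means more dye released from RNA so lower well fluorescence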
MBD2 DNA inh: inhibitors of MBD2 binding to methylated DNA, primary screen, biochemical, TR-FRET, DNA-binding domain, human; Methyl-CpG-binding domain protein 2 (Homo sapiens), Q9UBB5; MBD2 binding to methylated oligonucleotide; inhibition, % at 4.4 µM; 0.31% of 370,000 active; in the data active means inhibition above about 13%
PRMT1 inh: PRMT1 methyltransferase inhibitors, primary screen, biochemical, fluorescence polarization | inhibition, % at 2.79 µM | Protein arginine N-methyltransferase 1 (Homo sapiens), Q99873 | AID 652257, 2013 | 1.3% of 370,000 active | recombinant PRMT1, activity-based probe fluorescence polarization;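 active means inhibition above about 21% made by adding two undisclosed values, limit read from the data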
GC-B act: human GC-B receptor activators, primary screen, HEK293 GC-B cells, cGMP TR-FRET, EC30 CNP | 0% at EC30 CNP, 100% saturating CNP | 0.11% of 370,000 active | activation, % at 10 µM;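 active means activation at 10 µM reaching about 35% in either raw or pattern-adjusted values, limit read from the data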
ABHD4 inh: ABHD4 inhibitors, primary screen, biochemical, fluorescence polarization, mouse | AID 720543, 2013 | 0.54% of 370,000 active | inhibition, % at 8.92 µM | purified mABHD4, FP-Rh probe fluorescence polarization;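 active means inhibition exceeding the mean over every tested compound plus 3 SD, cut at about 30% in these data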;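 further: 0% = plate median of compound wells and 100% = S159A mutant with DMSO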
Target sequence (Q8VD66 whole entry, looked up): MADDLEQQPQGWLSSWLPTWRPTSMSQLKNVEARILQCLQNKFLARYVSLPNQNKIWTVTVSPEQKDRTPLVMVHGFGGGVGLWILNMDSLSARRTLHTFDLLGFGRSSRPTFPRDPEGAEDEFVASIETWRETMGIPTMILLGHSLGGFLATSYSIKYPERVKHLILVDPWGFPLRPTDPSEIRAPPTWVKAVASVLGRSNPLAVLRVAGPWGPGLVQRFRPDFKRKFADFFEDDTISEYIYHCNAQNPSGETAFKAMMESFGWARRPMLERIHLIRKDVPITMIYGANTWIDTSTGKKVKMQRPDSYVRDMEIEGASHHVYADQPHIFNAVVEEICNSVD
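Assay system: wild-type mouse ABHD4 protein; compound: single nominal dose of 8.92 µM, 0.89% DMSO final; schedule: 45 min + 60 min at 25 °C; measured by: FP readout, ex 525 nm / em 598 nm; evaluation: % inhibition of FP-Rh probe binding versus controls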
An asterisk follows results filed as active; . = no result given.

SMILES	TCR-CD3 inh	SIAE primary	TDP2 inh	LEDGF integ inh	HTRA1 inh	rCAG RNA binder	MBD2 DNA inh	PRMT1 inh	GC-B act	ABHD4 inh
O=C(Nc1ccc(Cl)c(Cl)c1)NC1CCS(=O)(=O)C1 (stereo unspecified)	-3	-4	-6	-3	-14	2	5	3	1	3
O=C(Nc1ccccc1C(=O)NC1CCCC1)NC1CCCC1	-3	6	-12	-1	-5	-4	7	-2	0	-1
COc1ccc(C)cc1Nc1n[n+](-c2ccccc2)c(-c2c(OC)ccc3ccccc23)s1	4	0	0	1	-17	15	-6	2	-27	23
CC(=O)Nc1ccc(S(=O)(=O)N2CCN(c3cc(C)nc4ccccc34)CC2)cc1	-1	1	-5	1	-10	6	-6	-3	-3	3
COC(=O)c1sc(NC(=O)CCCn2nc([N+](=O)[O-])cc2C)c(C(=O)OC)c1C	5	2	4	3	2	5	-8	-4	2	2
Cc1ccc2nc(N(CCCN(C)C)C(=O)c3ccc(S(=O)(=O)N(C)C)cc3)sc2c1	1	-8	10	-1	0	-2	-3	0	0	-3
Fc1ccc(CSc2nnc(-c3ccco3)o2)cc1	-7	-2	-13	-2	0	-4	1	1	-1	-1
Cc1cc(NC(=O)CSc2nccn2-c2ccc(Cl)cc2)no1	1	-1	-5	3	-2	-4	2	0	4	-5
O=C(CSc1nnc(-c2cccs2)n1CC1CCCO1)N1CCCC1 (stereo unspecified)	-2	-1	3	-3	-2	-4	2	-3	4	-2
COCCCN1C(=O)C(=O)/C(=C(/O)c2ccc(OC(C)C)cc2)C1c1ccc(O)c(OC)c1 (stereo unspecified)	-1	14	-8	-3	.	2	-8	3	-3	-2
Nc1cc(C(=O)OCC(=O)Nc2cccc(S(=O)(=O)N3CCOCC3)c2)ccc1Cl	8	-9	3	0	-10	5	6	-1	-2	3
CC(=O)Nc1cc(C(F)(F)F)ccc1OCC1CCCO1 (stereo unspecified)	-1	3	-13	-1	0	-6	-2	1	2	5
Cc1ccc(CN2C(=O)N/C(=C\c3ccc(-c4ccc(C(=O)O)cc4C)o3)C2=O)cc1	6	0	21	5	5	12	8	1	-6	43*
CC#CC[N+](C)(C)CC(=O)c1ccccc1	-5	10	9	1	4	0	2	0	3	-6
Fc1ccccc1Cc1noc(CN2CCC(OCc3cccnc3)CC2)n1	-5	5	6	1	.	-8	2	-3	2	1
O=C(NCC(=O)N1CCN(S(=O)(=O)c2cccc(F)c2)CC1)c1ccc(Br)o1	6	-11	-4	-2	-3	1	-1	1	2	1
Cc1cc(=O)oc2cc3c(cc12)OCCO3	-3	12	2	29*	4	-1	1	-1	0	4
Cc1cc(NC(=O)CSc2nnc(-c3ccco3)n2C)no1	-3	3	-1	0	5	-2	5	6	-1	0
CC(NC(=O)C(C)N1CCN(S(=O)(=O)c2ccccc2)CC1)c1ccccc1 (stereo unspecified)	-1	-1	2	-1	3	0	-1	1	-1	-1
CC1CCCC(C)N1C(=O)Cn1cc(C#N)c2ccccc21 (stereo unspecified)	-1	-3	11	0	.	-3	6	2	-2	7
C=CCn1c(O)c(N=NC(=O)c2ccccc2NS(=O)(=O)c2cccs2)c2ccccc21	12	-1	3	0	-3	23	0	1	5	-4
COc1ccccc1N1C(=O)c2ccccc2NC1c1ccc(O)cc1 (stereo unspecified)	6	0	10	-1	-6	2	-3	-2	-5	2
CN(C)/C=C/C(=O)c1ccc(OCCN(C)c2ccccn2)cc1	5	5	0	4	-35	9	3	-2	-5	0
COc1cccc(C(=O)C2CCCN(C/C=C/c3ccccc3OC)C2)c1 (stereo unspecified)	3	-2	-13	1	-3	-5	2	-5	-2	1
Cc1cc2oc(C(=O)NCc3ccncc3)c(C)c2cc1C	-3	-6	-3	-4	-4	1	0	2	1	-7
SMILES	TCR-CD3 inh	SIAE primary	TDP2 inh	LEDGF integ inh	HTRA1 inh	rCAG RNA binder	MBD2 DNA inh	PRMT1 inh	GC-B act	ABHD4 inh
CSc1nc2ccccc2n1CC(=O)Nc1cc(C(F)(F)F)ccc1N1CCOCC1	1	0	2	-1	-12	-3	2	-3	-7	-10
CCCCC(CCC(=O)Nc1cc([N+](=O)[O-])ccc1O)C(=O)O (stereo unspecified)	11	7	6	1	-4	2	-2	2	2	-1
COC(=O)c1cc(=O)c2c(ccc3oc(=O)ccc32)[nH]1	4	-4	-6	3	.	0	-5	-3	-5	1
CSc1nc(=S)c2[nH]c(=S)[nH]c2[nH]1	7	-17	3	3	5	65*	-4	88*	-4	-3
COc1ccc(C2CC(c3ccccc3)=NN2c2ccccc2)c(C(=O)O)c1OC (stereo unspecified)	-4	4	4	-2	-2	46*	1	8	-4	0
Cc1ccccc1NS(=O)(=O)c1cc(C(N)=O)ccc1C	4	2	-11	-3	3	-2	1	1	3	8
CCC(C)(C)NC(=O)C(c1ccc(F)cc1)N(Cc1ccccc1)C(=O)c1cnccn1 (stereo unspecified)	6	2	-11	4	.	-7	1	0	-4	-1
CCC(=O)Nc1cccc(NC(=O)c2ccc(C)c([N+](=O)[O-])c2)c1	6	-5	9	1	-3	0	0	4	-8	-1
CC(C)(C)OC(=O)NCc1ccc(CNC(=O)c2nc[nH]c2C(=O)N2CCN(c3ccccc3)CC2)cc1	19	-8	7	0	3	-4	-3	0	0	-5
CCN1CCN(S(=O)(=O)c2ccc(Cl)c(C(=O)N(C)CC(=O)Nc3c(C)cccc3C)c2)CC1	-12	4	-4	-9	11	4	3	4	2	3
CC(=O)Nc1ccc(-c2ccnc3c2CC(C)(C(=O)NCCN(C)C)O3)cc1 (stereo unspecified)	-1	8	1	0	.	1	-4	-4	-1	4
Cc1ccccc1-n1c(C)nc2ccccc21	-7	-1	-3	-2	0	-6	6	2	-4	-10
O=C(Cc1ccccc1F)Nc1ccc(SC(F)F)cc1	4	-6	-3	-1	-12	-2	-8	8	4	-5
Cc1cc(NC(=O)CSc2ncccc2C(=O)O)no1	3	10	12	-1	0	1	4	0	3	3
O=C1NC[C@H](Cc2ccccc2)N(C[C@H]2CCCN2C[C@H](Cc2ccccc2)N2C[C@H](Cc3ccc(O)cc3)N(CC3CCCCCC3)C(=O)C2=O)C1=O	6	-2	-6	0	-49	12	-5	2	1	24
O=C(Cn1c(=O)ccn(Cc2ccccc2)c1=O)Nc1cccc(S(=O)(=O)N2CCOCC2)c1	3	-4	1	0	-4	1	4	-7	-1	-8
CC1CCCN(C(=O)c2sc3cc([N+](=O)[O-])ccc3c2Cl)C1 (stereo unspecified)	-6	10	-3	0	1	2	-4	0	7	6
C/C(=N/NS(=O)(=O)c1ccccc1)c1ccc(NC(=O)C2CC2)cc1	1	1	-1	-3	5	-2	5	0	-4	0
O=C(C1=NNCC1c1ccc(Cl)cc1)C1CO1 (stereo unspecified)	-4	4	3	4	2	2	1	2	-5	-3
Nc1nc(Nc2ccccc2F)nc(NC2CCCCC2)c1[N+](=O)[O-]	3	4	-10	0	-17	5	-3	-3	7	-7
COC(=O)[C@]1(C)N[C@H](CN(C)C(=O)c2ccc(F)cc2)[C@@H]2C(=O)N(C)C(=O)[C@@H]21	3	-3	6	5	-1	0	8	6	1	-1
COc1ccc(CN(CC(=O)NC2CCCC2)C(=O)CN2C(=O)COc3ccccc32)cc1	6	-3	6	5	1	0	-4	1	2	3
Cc1ccc(C)c(N2CCN(Cc3nnnn3C3CCCCC3)CC2)c1	3	-2	3	0	-17	-7	-2	2	14	6
O=C(Nc1ccc(Cl)cc1)Nc1ccccc1Sc1ncc([N+](=O)[O-])s1	-4	7	-2	-2	7	13	-3	50*	-5	1
C=CCOc1c(Br)cc(C2C3=C(CCCC3=O)N(C)C3=C2C(=O)CCC3)cc1OCC	-2	0	2	1	2	-2	-3	0	2	5

4 entries already listed, ordered by SMILES length, highest first.
SMILES	TCR-CD3 inh	SIAE primary	TDP2 inh	LEDGF integ inh	HTRA1 inh	rCAG RNA binder	MBD2 DNA inh	PRMT1 inh	GC-B act	ABHD4 inh
CC(C)(C)OC(=O)NCc1ccc(CNC(=O)c2nc[nH]c2C(=O)N2CCN(c3ccccc3)CC2)cc1	19	-8	7	0	3	-4	-3	0	0	-5
CCC(=O)Nc1cccc(NC(=O)c2ccc(C)c([N+](=O)[O-])c2)c1	6	-5	9	1	-3	0	0	4	-8	-1
Cc1ccccc1NS(=O)(=O)c1cc(C(N)=O)ccc1C	4	2	-11	-3	3	-2	1	1	3	8
O=C(C1=NNCC1c1ccc(Cl)cc1)C1CO1 (stereo unspecified)	-4	4	3	4	2	2	1	2	-5	-3

The listing continues:
SMILES	TCR-CD3 inh	SIAE primary	TDP2 inh	LEDGF integ inh	HTRA1 inh	rCAG RNA binder	MBD2 DNA inh	PRMT1 inh	GC-B act	ABHD4 inh
COCCNC(=S)N/N=C/c1ccc(OCc2ccc(C(=O)OC)cc2)cc1	4	-1	4	-2	2	-1	4	0	-1	0
CCC(=O)N(Cc1cc2c(C)cc(C)cc2[nH]c1=O)C1CCCCC1	3	-3	-9	4	-5	-8	1	-1	0	-4
CC(=O)c1ccc(OCCn2c(SCC(=O)O)nc3ccccc32)cc1	0	11	11	-1	-5	-1	-2	-4	5	-3
O=C(CNC(=O)c1ccccc1F)NCc1ccncc1	2	6	-3	1	3	3	-4	-3	1	-3
Cn1c(=O)n(CCc2ccccc2)c(=O)c2c1nc1n2CCCN1c1ccccc1	-4	0	-1	2	0	0	-2	-2	-3	2
COC(=O)c1ccc2c(=O)n(CCCCCC(=O)O)c(=O)[nH]c2c1	-5	1	0	-1	5	-1	0	2	-3	1
Cc1ccccc1-n1cc(CNC(=O)CC2C(=O)NCCN2C/C=C/c2ccccc2)cn1 (stereo unspecified)	-3	-10	-1	-2	-2	-3	0	3	2	5
Cc1cccc[n+]1CC(=O)c1ccc([N+](=O)[O-])cc1	3	10	8	1	3	1	-7	1	3	0
C[C@H](CO)N1C[C@H](C)[C@H](CN(C)S(=O)(=O)c2ccc3ccccc3c2)OCc2cnnn2CCCC1=O	0	-3	2	-2	-2	0	3	0	-2	-2
COC(=O)C1CN(Cc2ccc(OC)cc2)CCS(=O)(=O)N1Cc1ccc(F)cc1 (stereo unspecified)	.	4	0	2	.	2	-2	-2	-8	-1
Cc1ccc(Cn2cc(CN3[C@H](CC(C)C)COc4cc(Br)ccc4S3(=O)=O)nn2)cc1	.	0	-12	2	.	0	-5	-5	0	-1
Cc1c(-c2nc3ccccc3[nH]2)cnn1C	-3	-8	-2	3	0	1	4	-1	-7	9
O=[N+]([O-])c1ccc(C2CCCC/C2=N/O)c([N+](=O)[O-])c1 (stereo unspecified)	7	1	-3	0	5	2	-4	3	3	5
CCC(C)NS(=O)(=O)c1ccc(NC(=O)Cc2ccc(OC)cc2)cc1 (stereo unspecified)	-1	1	12	1	-15	0	3	0	-2	-9

Only part of the results is shown; count on the stated rates, not on these rows.
